Compound activity from PubChem BioAssay.
USP1 inh – Inhibitors of USP1/UAF1: Primary Screen. Ubiquitin carboxyl-terminal hydrolase 1 (Homo sapiens), O94782. recombinant USP1/UAF1, Ub-Rhodamine cleavage fluorescence. Potency, µM (highest dose often 57.1 µM), inactives show at the top dose activity change, negative = inhibition, most hits filed as inhibitors. 390,000 compounds, 0.23% hits; note: potency is the fitted concentration of half-maximal effect; % is set by controls: 0 for no effect and ±100 for the full control effect; nearly all actives have a fitted effect of over 60% in size; inactives centre near -12
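In this screen, compounds sit with the deubiquitinase complex (1nM) for 15 min at room temperature before Ub-Rho is added at 150nM final. Fluorescence rise is then followed for 6 reads every 60 seconds.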
TrxR1 substrate – qHTS Assay for Substrates of Mammalian Selenoprotein Thioredoxin Reductase 1 (TrxR1): qHTS. AID 588456, 2011. Potency, µM (doses to about 114 µM), inactives show at the highest dose activity change, negative = substrate turnover. 390,000 compounds, 0.01% hits. purified TrxR1 substrate turnover, NADPH consumption readout; note: potency is the fitted concentration of half-maximal effect; % is set by controls: 0 for no effect and ±100 for the full control effect; nearly all actives have a fitted effect of over 50% in size
Target sequence (O89049 whole entry, looked up): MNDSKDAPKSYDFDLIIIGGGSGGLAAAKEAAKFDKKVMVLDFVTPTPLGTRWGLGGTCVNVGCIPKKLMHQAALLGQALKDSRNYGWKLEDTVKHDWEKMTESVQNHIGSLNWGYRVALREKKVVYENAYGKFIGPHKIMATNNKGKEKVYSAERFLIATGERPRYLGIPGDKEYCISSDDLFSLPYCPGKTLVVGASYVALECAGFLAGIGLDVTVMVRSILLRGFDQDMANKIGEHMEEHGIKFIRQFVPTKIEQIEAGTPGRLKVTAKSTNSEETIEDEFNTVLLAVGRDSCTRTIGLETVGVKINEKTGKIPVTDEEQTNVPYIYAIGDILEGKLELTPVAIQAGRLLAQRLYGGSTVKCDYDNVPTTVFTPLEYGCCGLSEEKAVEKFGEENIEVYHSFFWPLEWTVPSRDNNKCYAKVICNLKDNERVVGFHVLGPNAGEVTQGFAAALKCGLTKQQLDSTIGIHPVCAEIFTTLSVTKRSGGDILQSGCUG
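Rat TrxR1, dispensed at 90 nM, was prereduced with 400 uM NADPH (final) for 5 min at ~22 deg C, then incubated with compound 15 min before 400 uM selenite. A first-read NADPH fluorescence drop versus no-compound background flagged substrates.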
D2 antagonist – HTS Assay for Allosteric Antagonists of the Human D2 Dopamine Receptor: Primary Screen for Antagonists. D(2) dopamine receptor (Homo sapiens), P14416. HEK293 TREx D2 cells, calcium flux, dopamine EC80. inhibition, % at 10 µM. 340,000 compounds, 2% hits. AID 485344, 2010; in the data active = inhibition above about 30%; note: 0% is about no effect
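HEK293 T-REx D2 cells, tet-induced, calcium dye no-wash. Cpd pintool add, 180 s kinetic, then EC80 DA, 180 s kinetic. Ca flux read.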
PI4K2A inh – qHTS for small molecular inhibitors of PI4K2A; 420,000 compounds, 0.13% hits; Phosphatidylinositol 4-kinase type 2-alpha (Homo sapiens), Q9BTU6; purified PI4K2A, ADP-Glo luminescence, 1 h; hits give low values; activity change, negative = inhibition, % at 76.9 µM; in the data active = activity change below about -50%; inconclusive = mostly about -30% to -49%;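 note: -100% = wells without enzyme as full effect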
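PI4K2A activity was measured by ADP-Glo luminescence: enzyme (4 ug/mL stock) and phosphatidylinositol (1.2 mM stock) in Tris pH 7.5/MgCl2/EGTA/Triton X-100 buffer were reacted with ATP (300 microM stock) for one hour at ambient temperature.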
TRHR agonist – qHTS for Small Molecule Agonists and Allosteric Enhancers of Human TRH Receptor: Primary Screen for Agonists; AID 493084, 2011; 360,000 compounds, 0.18% hits; TRHR cells, calcium flux fluo-8, FDSS agonist mode; activation, % at 2 µM; in the data active = activation above about 30%; note: 0% is about no effect
Target sequence (P34981 whole entry, looked up): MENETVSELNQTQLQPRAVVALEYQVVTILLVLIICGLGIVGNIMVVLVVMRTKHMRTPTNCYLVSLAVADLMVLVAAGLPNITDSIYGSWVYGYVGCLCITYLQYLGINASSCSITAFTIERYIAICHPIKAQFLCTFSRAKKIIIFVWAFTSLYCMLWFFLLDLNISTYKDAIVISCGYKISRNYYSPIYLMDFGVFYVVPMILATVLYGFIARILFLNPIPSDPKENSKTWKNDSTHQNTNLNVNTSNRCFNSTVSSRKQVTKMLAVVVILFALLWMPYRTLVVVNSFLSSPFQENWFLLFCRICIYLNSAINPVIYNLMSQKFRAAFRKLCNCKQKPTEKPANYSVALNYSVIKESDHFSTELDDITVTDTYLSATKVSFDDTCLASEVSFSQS
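TRHR-expressing cells loaded with fluo-8 calcium dye; 23 nL library compound pin-transferred, kinetic FDSS fluorescence (Ex 480/Em 530) recorded about 180 s for agonist-induced calcium release, before a 10 nM TRH EC20 addition for potentiator mode.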
D2 ag – HTS Assay for Allosteric Agonists of the Human D2 Dopamine Receptor: Primary Screen for Agonists. activation, % at 2 µM. HEK293 T-REx D2 cells, calcium flux agonist mode. 340,000 compounds, 0.53% hits. AID 485358, 2010. D(2) dopamine receptor (Homo sapiens), P14416;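 active = activation over 3 SD above normal in the single-dose calcium agonist read, cut at about 30% in these data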; note: 0% is about no effect
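In this primary screen, compounds producing a positive calcium signal within 180 s of addition to tetracycline-induced, force-coupled HEK293 Trex D2 cells are flagged; cells are dye-loaded with a no-wash calcium kit beforehand.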
IDH1 R132H inh – qHTS for Inhibitors of mutant isocitrate dehydrogenase 1 (IDH1): qHTS | Isocitrate dehydrogenase [NADP] cytoplasmic (Homo sapiens), O75874 | IDH1-R132H enzyme, NADPH consumption, diaphorase/resazurin fluorescence | Potency, µM (highest dose often 76.6 µM), inactives show top-dose activity change, negative = inhibition, hits mostly inhibitors | 390,000 compounds, 0.093% hits; note: potency is the fitted concentration of half-maximal effect; % is set by controls: 0 for no effect and ±100 for the full control effect; nearly all actives have a fitted effect of over 65% in size
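IDH1-R132H (0.5 ug/mL) preincubated 30 min with compound, then NADPH (0.016 mM) and alpha-KG (2 mM) added; 80 min at RT, pH 7.5. Remaining NADPH coupled via diaphorase/resazurin to fluorescence (540/590 nm); concentration-response curves normalized to no-enzyme control.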
TrxR1 inh – qHTS Assay for Inhibitors of Mammalian Selenoprotein Thioredoxin Reductase 1 (TrxR1): qHTS; Thioredoxin reductase 1, cytoplasmic (Rattus norvegicus), O89049; recombinant rTrxR1, NADPH fluorescence consumption, selenite substrate; Potency, µM (series often up to 114 µM), for inactives: top-dose activity change, negative = inhibition, hits mostly inhibitors; 390,000 compounds, 1% hits; note: potency is the fitted concentration of half-maximal effect; % is set by controls: 0 for no effect and ±100 for the full control effect; nearly all actives have a fitted effect of over 65% in size
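Rat TrxR1 (90 nM in the dispensed reagent) was pre-reduced with 400 uM NADPH for 5 min at room temperature, then incubated with compound for 15 min. After 400 uM selenite was added, NADPH fluorescence (Ex 340/Em 450 nm) was followed for 8 min.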
TRHR PAM – qHTS for Small Molecule Agonists and Allosteric Enhancers of Human TRH Receptor: Primary Screen for Enhancers; AID 493056, 2011; enhancement, % at 2 µM; Thyrotropin-releasing hormone receptor (Homo sapiens), P34981; TRHR cells, fluo-8 calcium fluorescence, EC20 TRH enhancement; 360,000 compounds, 0.66% hits; in the data active = enhancement above about 30%; note: 0% is about no effect
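Enhancer read-out: after compound pinning and an initial kinetic agonist-mode read, an EC20 of TRH (10 nM final) was injected and fluo-8 calcium signal (Ex 480/Em 530) followed at 1 s/cycle for 100 cycles in TRHR-expressing cells.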
Starred values were filed as active, the others as inactive; ? = inconclusive; / = no result given; & = joins results of further samples; ! = repeats disagree; [ ] = remark or other dose. Unless noted, calls come from the whole dose curve; as a rule, active = well fitted inhibition curve with a large enough effect; inconclusive = small, poorly fitted or top-dose-only effect; inactive = no such curve, though single readings can be large or run the other way.

SMILES	USP1 inh	TrxR1 substrate	D2 antagonist	PI4K2A inh	TRHR agonist	D2 ag	IDH1 R132H inh	TrxR1 inh	TRHR PAM
COCCNc1nc(C)cc(-c2cc(-c3ccc(Cl)cc3)on2)n1	-27%	5%[57.1 µM]	-48	3	0.0	0.7	10%	11%	-1
O=C(OCc1cc(=O)n2ccsc2n1)c1ccc(O)cc1O	-14%	-1%	-21	2	0.3	0.5	-6%	22%	2
CC(=O)N1CCN(c2ccc(NC(=O)c3ccc(Cl)c(Cl)c3)cc2)CC1	-15%	-1%	/	-4	-0.2	/	0%	13%	-9
COc1ccc(OC)c(CN2CCN(C(=O)CNC(=O)c3ccc(C(C)(C)C)cc3)CC2)c1	?	4%	-4	-1	-1.5	-0.1	-2%	22%	12
CCOC(=O)C(NCc1ccco1)(NC(=O)c1ccc(OC)cc1)C(F)(F)F (stereo unspecified)	-19%	5%	/	3	/	/	1%	13%[57.1 µM]	/
O=S(=O)(NCC(O)c1ccccc1)c1cc(Cl)sc1Cl (stereo unspecified)	-6%	6%	9	2	0.2	-0.1	2%	28%	6
CCOc1ccc(S(=O)(=O)Nc2ncn[nH]2)cc1	-13%	-3%	-12	0	0.2	2.2	5%	13%	2
O=C(CCN1CCN(Cc2ccccc2)CC1)Nc1ccc(OCc2ccccc2)cc1	-24%	-2%	42*	0	0.0	0.0	3%	10%	1
O=C(/C=C/c1ccccc1)N/C(=C/c1ccccc1)C(=O)Nc1ccccc1O	-21%	-18%	-3	2	0.9	-0.4	4%	-18%	9
CCOCCCNC(=O)C(c1ccc(C)cc1)N1CCOCC1 (stereo unspecified)	-32%	0%	-3	-1	-0.5	22	4%	-12%	-1
Cc1cc(OCC(O)CN2CCCC2)ccc1C(C)C (stereo unspecified)	-13%	-3%	-1	-4	3.8	1.1	-8%	18%	-3
Cc1cc(OCC(=O)NNC(=O)c2cnccn2)cc(C)c1Cl	-21%	-10%	/	2	0.1	/	-5%	-11%	7
COc1ccccc1NC(=O)c1ccccc1NC(=O)c1ccccc1	-23%	8%	/	-3	0.0	/	-4%	8%	-4
O=C(NC1CCOC1)c1ccc(OC2CCN(CCc3ccccc3)CC2)cc1 (stereo unspecified)	-8%	0%	-7	11	0.9	0.0	-11%	2%	1
O=C(c1ccc(Cl)cc1)N1CCCC(C(=O)N2CCc3ccccc3C2)C1 (stereo unspecified)	-9%	-5%[57.1 µM]	-7	-9	-0.4	0.3	2%	-4%[57.1 µM]	-5
CC[C@H](C)C(=O)O[C@H]1CCC=C2C=C[C@H](C)[C@H](CC[C@@H]3C[C@@H](O)CC(=O)O3)[C@H]21	-13%	-4%[57.1 µM]	38*!	4&-2	0.8&0.2	2.4&-0.2	-1%	4%[57.1 µM]	1&6
COc1cccc(C(c2sc3nc(-c4ccco4)nn3c2O)N2CCC(C)CC2)c1 (stereo unspecified)	-23%	5%[57.1 µM]	/	65	-0.2	0.0	-7%	21%[57.1 µM]	-3
COc1cccc(C2CC(=O)N3CN(c4cccc(Cl)c4C)CSC3=C2C#N)c1OC (stereo unspecified)	-20%	2%[57.1 µM]	4	-4	0.1	-0.2	6%	?	5
O=C(Cc1csc(Nc2nc(=S)[nH]c3ccccc23)n1)NCc1ccccc1Cl	-6%	9%[57.1 µM]	/	-7	/	/	1%	2%[11.4 µM]	/
O=S(=O)(Nc1nc2ccccc2nc1Nc1ccc2c(c1)OCO2)c1ccc(F)cc1	-5%	-2%	-2	2	3.7	1.6	5%	0%	-3
O=C(O)C1Cc2[nH]cnc2C(c2ccccc2O)N1 (stereo unspecified)	2%	-4%	17	-6	0.6	1.8	8%	-34%	0
CSc1ncccc1C(=O)Nc1ccc(OC(F)(F)F)cc1	-5%	-2%[57.1 µM]	-21	-2	-0.7	1.1	2%	8%[57.1 µM]	-4
CN(C)S(=O)(=O)n1cnc([C@@H]2[C@H]3C(=O)OC[C@@H]3C[C@@]23N=CN(Cc2ccccc2)C3=O)c1	-16%	-1%	-1	1	0.2	0.6	-9%	11%	4
Cc1ccc(N2C(=O)c3ccc(C(=O)N4CCN(c5ccc(C)c(C)c5)CC4)cc3C2=O)cc1	-16%	6%[57.1 µM]	4	0	-0.1	2.3	5%	9%[57.1 µM]	9

Record cards, from the list above. Order of screens: USP1 inh | TrxR1 substrate | D2 antagonist | PI4K2A inh | TRHR agonist | D2 ag | IDH1 R132H inh | TrxR1 inh | TRHR PAM
Listed for CC[C@H](C)C(=O)O[C@H]1CCC=C2C=C[C@H](C)[C@H](CC[C@@H]3C[C@@H](O)CC(=O)O3)[C@H]21 = -13% | -4%[57.1 µM] | 38*! | 4&-2 | 0.8&0.2 | 2.4&-0.2 | -1% | 4%[57.1 µM] | 1&6
Listed for Cc1ccc(N2C(=O)c3ccc(C(=O)N4CCN(c5ccc(C)c(C)c5)CC4)cc3C2=O)cc1 = -16% | 6%[57.1 µM] | 4 | 0 | -0.1 | 2.3 | 5% | 9%[57.1 µM] | 9
Listed for O=C(c1ccc(Cl)cc1)N1CCCC(C(=O)N2CCc3ccccc3C2)C1 (stereo unspecified) = -9% | -5%[57.1 µM] | -7 | -9 | -0.4 | 0.3 | 2% | -4%[57.1 µM] | -5

The listing continues:
SMILES	USP1 inh	TrxR1 substrate	D2 antagonist	PI4K2A inh	TRHR agonist	D2 ag	IDH1 R132H inh	TrxR1 inh	TRHR PAM
CN(CC(=O)NC(=O)NCc1ccccc1)Cc1cccc(Cl)c1Cl	-11%	9%[57.1 µM]	8	1	-0.6	-0.4	8%	-27%[57.1 µM]	1
Cc1ccc(NC(=O)C(=O)NCC2(c3ccccc3)CCCC2)cc1C	17%	-7%	/	3	1.0	0.2	-12%	7%	7
Clc1ccc(-c2nc(NCCCN3CCOCC3)c3ccccc3n2)cc1	-8%	-5%	-5	-10	1.2	2.6	-5%	12%	1
CC(Oc1ccc(Br)cc1)C(=O)N1CCC(C(N)=O)CC1 (stereo unspecified)	-13%	-4%[57.1 µM]	-22	2	1.3	0.9	-11%	-4%[57.1 µM]	-1
C=CCn1c(SCC(=O)Nc2cc(C)cc(C)c2)nnc1-c1cnccn1	-2%	-3%	-2	-1	-0.4	-1.0	5%	14%	3
O=[N+]([O-])c1cc(C(F)(F)F)ccc1Oc1cccnc1[N+](=O)[O-]	-13%	-9%	10	-3	0.2	0.1	0%	?	-1
CCC(=O)c1cn(CC(=O)Nc2ccc(C)cc2)c2ccccc12	-26%	-9%[57.1 µM]	/	-5	0.7	/	-1%	3%[57.1 µM]	-2
O=C(NCCCn1ccnc1)C(Cc1ccc([N+](=O)[O-])cc1)N1C(=O)c2ccccc2C1=O (stereo unspecified)	5%	5%	-6	3	0.5	-1.7	-3%	19%	7
O=C(COC(=O)CNC(=O)c1ccccc1)NC(=O)NC1CCCCC1	-27%	-5%[57.1 µM]	/	1	/	/	4%	11%[57.1 µM]	/
Cc1cc(/C=C2\SC(=Nc3ccccc3)NC2=O)c(C)n1-c1ccc(S(N)(=O)=O)cc1	-3%	5%[57.1 µM]	4	-5	0.1	0.1	-23%	-3%[57.1 µM]	10
CCC1CCC2(CC1)NC(CO)(CO)CO2 (stereo unspecified)	-22%	-8%	5	2	0.4	0.3	-3%	4%	-9
Cc1ccc(CNC(=O)Cn2cnc(C(=O)Nc3ccc(C)c(C)c3)n2)o1	-26%	16%	/	-2	/	/	-6%	-15%	/
COc1ccc2cc(C(=O)NCc3ccco3)c(=O)oc2c1	-11%	66%[activator]	4	-10	-0.2	0.3	18%	-28%	-6
CCOc1ccc(-c2cc3nc(C4CCN(C(=O)OC(C)(C)C)CC4)c(C(=O)Nc4cc(OC)ccc4OC)cn3n2)cc1	-28%	-11%	/	7	0.2	0.0	-9%	-23%	-1
COc1ccc(-c2[nH]ncc2/C=N/NC(=O)c2cc(Br)ccc2O)c(OC)c1	-1%	7%[57.1 µM]	/	-2	-3.3	/	0%	1%[57.1 µM]	3
Cc1ccc(S(=O)(=O)n2cc(-c3ccccc3)c(N)n2)cc1	-10%	0%	4	0	-1.0	-1.1	7%	11%	0
CC1CCc2nc(NC(=O)c3ccc(N4C(=O)CCC4=O)cc3)sc2C1 (stereo unspecified)	-15%	5%	8	2	0.1	0.7	-2%	10%	10
COCCNCCCCOc1c(Cl)cc(C)cc1Br	-14%	-9%	12	3	-0.2	0.3	6%	-24%	22
Cc1cnnn1-c1ccc([N+](=O)[O-])cc1	-10%	-3%	-4	-5	0.2	-0.3	-4%	-1%	4
CCOC(=O)c1scc(-c2ccccc2)c1S(=O)(=O)Nc1cc(OC)cc(OC)c1	?	-6%[57.1 µM]	/	2	0.0	0.3	-27%	11%[57.1 µM]	5
CC(C)NC(=O)N(C)C[C@H]1Oc2ccc(NC(=O)c3ccncc3)cc2C(=O)N([C@H](C)CO)C[C@@H]1C	9%	-1%	/	-9	/	/	0%	?	/
COc1ccc(-c2nnc(SCC(=O)Oc3c(C)cccc3C)o2)cc1OC	-12%	-3%	/	-6	0.1	-1.0	0%	5%	-3
CCOC(=O)c1ccc(NC(=O)C2CCN(S(=O)(=O)c3c(C)nn(C)c3C)CC2)cc1	-24%	-7%[57.1 µM]	20	4	-0.2	-0.3	10%	5%[57.1 µM]	-2
